RmlCD inh 1536: M. tuberculosis RmlC/RmlD inhibition; inhibition, % at 3.6 µM; RmlC+RmlD coupled enzyme assay, percent inhibition; primary screen in compound mixtures; actives 0.03% (n = 160,000); P9WH09+P9WH11; AID 1533; in the data active means inhibition mostly above about 34%, no sharp cut-off; inconclusive means no clear call, values can overlap the other calls; inactive means mostly below about 22%; further: some results filed as inactive read as strong as hits
Target sequence (P9WH09 whole entry, looked up): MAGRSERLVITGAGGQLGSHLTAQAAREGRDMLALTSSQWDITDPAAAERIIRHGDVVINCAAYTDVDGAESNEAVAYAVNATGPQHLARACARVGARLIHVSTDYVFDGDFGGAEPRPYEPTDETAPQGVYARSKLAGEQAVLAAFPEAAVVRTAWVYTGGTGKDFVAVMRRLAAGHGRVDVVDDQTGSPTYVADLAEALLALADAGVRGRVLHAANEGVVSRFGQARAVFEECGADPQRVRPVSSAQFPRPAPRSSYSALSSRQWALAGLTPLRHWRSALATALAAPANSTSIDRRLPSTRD
Target sequence (P9WH11 whole entry, looked up): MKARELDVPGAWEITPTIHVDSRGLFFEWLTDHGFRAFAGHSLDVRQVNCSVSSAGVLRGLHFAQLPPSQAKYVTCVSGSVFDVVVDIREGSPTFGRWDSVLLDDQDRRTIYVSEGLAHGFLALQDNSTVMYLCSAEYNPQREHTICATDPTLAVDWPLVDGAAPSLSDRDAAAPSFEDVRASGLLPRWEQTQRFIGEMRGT
M. tuberculosis GlmU: inhibition of mycobacterial GlmU enzyme – biochemical, glucosamine-1-phosphate acetyltransferase (AID 1376); M. tuberculosis GlmU acetyltransferase enzyme assay; higher % means a stronger effect; inhibition, %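 (tested at 30 µM in the primary screen)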; hits with a dose series show IC50 in µM; actives 0.25% (n = 220,000); in the data active means inhibition above about 13%; inconclusive means no clear call, values can overlap the other calls;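 further: 0% = complete reaction with vehicle and 100% = reaction without substrate; strong numbers were not always called active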
* marks the source's active call; other numbers are inactive results; ? = inconclusive; . = no result given.

Under each structure – RmlCD inh 1536	M. tuberculosis GlmU
> Oc1ccc(Cl)cc1C=Nc1ccccc1Br
 : .	5.1%
> Cc1noc(C)c1CSc1ncnc2ccccc12
 : 5	0.8%
> CCOCN(C(=O)Cn1c(C(C)O)nc2ccccc21)c1c(C)cccc1CC (stereo not given)
 : .	0.1%
> CCCCNC(=O)CCn1c(=O)c2ccccc2n(Cc2ccccc2C)c1=O
 : -2	-1.9%
> CCOc1ccc2nc(NC(=O)CS(=O)(=O)c3ccccc3)sc2c1
 : .	1.4%
> O=C(O)c1cc(N/N=C/c2ccc3c(c2)OCO3)ccc1Cl
 : -12	-2.1%
> Cc1ccc(NC2CC(=O)N(Cc3ccccc3)C2=O)cc1 (stereo not given)
 : -7	19%
> Cc1nc2c(-c3ccccc3)c(C)[nH]n2c(=O)c1Cc1ccccc1
 : 7	0.8%
> Cc1[nH]c2ccccc2c1Cc1nnc(SCC(=O)NCc2ccco2)o1
 : -10	-1.4%
> COCCCNC(=O)CCn1c(=O)c2ccccc2n(CC(=O)Nc2ccccc2C)c1=O
 : 0	-2.3%
> CCCCCCC(=O)N(O)C1CC(=O)N(c2ccc(Br)cc2)C1=O (stereo not given)
 : 7	-0.1%
> C=CCc1ccccc1OCCNCc1ccccc1
 : 9	3.6%
> COc1ccc(N2CCN(CCCNC(=O)C3CCC(CNc4nc(=S)[nH]c5ccccc45)CC3)CC2)cc1 (stereo not given)
 : 3	1.1%
> CS(=O)(=O)N1CCN(Cc2ccccc2C(F)(F)F)CC1
 : 13	0.5%
> COc1cccc(/C=N/NC(=O)c2cc(-c3cccn3C)n[nH]2)c1
 : .	-0.1%
> Cc1ccc(Nc2nc(CSc3nnc(-c4cccnc4)n3-c3ccccc3F)cs2)cc1
 : -4	-7.4%
> COc1ccc(/C=N/NC(=O)Cn2nc(C)c([N+](=O)[O-])c2C)cc1
 : 3	2.0%
> Clc1ccc(CSc2nnc(-c3sccc3-n3cccc3)o2)cc1
 : .	-4.1%
> Cc1ccc(CNC(=O)COc2ccc3c(c2)CCC3)cc1
 : 30	-2.3%
> O=C(CN1CCN(C(=O)c2ccccc2)CC1)Nc1ccc(Br)cn1
 : -4	-6.2%

Going on with the list:
Under each structure – RmlCD inh 1536	M. tuberculosis GlmU
> Cc1c(Cl)cccc1NC(=O)COC(=O)c1c2c(nc3ccccc13)CCN(Cc1ccccc1)C2
 : 10	-9.8%
> Cc1cc(-c2nnc(SCc3ccccn3)o2)no1
 : 0	4.0%
> Cc1ccc(C)n1-c1cccc(S(=O)(=O)N2CCOCC2)c1
 : 1	-6.1%
> CCCNC(=S)N1CC2(C)CN(C(=O)C(=O)OC)CC(C)(C1)C2=O
 : -10	2.1%
> COC(=O)c1ccc(C)c(NC(=O)c2ccc(Cl)c([N+](=O)[O-])c2)c1
 : -8	-1.3%
> CC1(C)CC(=O)C(C=NCCN2CCN(C(=O)NC34CC5CC(CC(C5)C3)C4)CC2)=C(O)C1
 : .	-5.0%
> COCc1cc(C)n(CC(=O)Nc2ccc(Cl)cc2Cl)c(=O)c1C#N
 : .	7.0%
> COc1ccccc1NC(=S)NCc1ccc2c(c1)OCO2
 : .	2.1%
> CCCOC(=O)c1c(N)sc(C(=O)OCC)c1C
 : 5	4.5%
> Oc1csc(Cc2nc(-c3ccc(-c4ccccc4)cc3)cs2)n1
 : .	2.8%
> O=c1c2c(nc3nc(Cc4ccccc4)[nH]n13)CCC2
 : .	7.3%
> CC(C)c1ccc(C(=O)CC2(O)C(=O)N(CN3CCOCC3)c3ccccc32)cc1 (stereo not given)
 : .	-5.4%
> CN(C)CCCN(CCCNC(=O)/C=N/O)Cc1ccccc1
 : 10	-0.8%
> COC(=O)c1ccccc1NC(=O)CNC(=O)c1ccc(OC)c(OC)c1
 : 9	-4.7%
> COc1ccc(CCNC(=O)CSc2ccccn2)cc1OC
 : 8	3.9%
> Cc1ccc(S(=O)(=O)N2CCC(C(=O)C3C(=O)CCCC3=O)CC2)cc1
 : .	-2.0%
> Cc1ccc(SCC(=O)Nc2cc([N+](=O)[O-])ccc2O)cc1
 : .	-1.8%
> CCC(CC)c1nn2c(N)c(/C=C3\C(C)=Nc4ccccc43)c(=O)nc2s1
 : 8	4.8%
> Nc1ccccc1Sc1ccc(C(F)(F)F)cc1[N+](=O)[O-]
 : 2	0.5%
> COc1cc(C2Nc3ccccc3C(=O)N2c2ccccc2OC)ccc1O (stereo not given)
 : 26	.

The list goes on.
Under each structure – RmlCD inh 1536	M. tuberculosis GlmU
> CCCc1nnc(SCC(=O)N2C(C)CCCC2C)n1CC (stereo not given)
 : 8	4.3%
> Cc1ccc(NC(=O)CN2C(=O)C(C)Oc3ccccc32)nc1 (stereo not given)
 : .	2.4%
> CCC(=O)NC(=S)Nc1ccc(NC(=O)c2ccc([N+](=O)[O-])cc2)cc1
 : 4	-3.7%
> Cc1sc2nc(SCc3ccccc3)n(Cc3ccco3)c(=O)c2c1C
 : -7	-1.0%
> COc1ccc(N(C(=O)c2cnccn2)C(C(=O)NC2CCCCC2)c2ccc(O)cc2)cc1 (stereo not given)
 : 8	3.2%
> Cc1ccc(C(=O)N/C(=C\c2ccccc2)C(=O)NCC2CCCO2)cc1 (stereo not given)
 : 6	-3.0%
> COc1ccc(OC)c(C(=O)CSc2nc3cccnc3n2C)c1
 : -7	-2.6%
> CC1(C)CC(=O)C=C(NCCN2CCN(C(=O)Nc3ccc(Cl)cc3)CC2)C1
 : -9	-0.2%
> CCOC(=O)N1CCN(c2ccc([N+](=O)[O-])cc2)CC1
 : .	0.3%
> CCOc1ccc(S(=O)(=O)N2Cc3ccccc3CC2C(=O)NCCCn2ccnc2)cc1 (stereo not given)
 : .	5.3%
> Cc1csc2cc(-c3cccc([N+](=O)[O-])c3)c(-c3cccc([N+](=O)[O-])c3)c[n+]12
 : 6	1.0%
> COc1ccc(OC)c(N2CC(O)=C(c3nc4ccccc4s3)C2=N)c1
 : -4	-0.9%
> CC1CCN=C(N)S1 (stereo not given)
 : .	-1.5%
> Cc1cccc(C)c1NC(=O)CCCSc1nnc(-c2ccco2)n1-c1ccccc1
 : 4	-0.1%
> O=C(CCn1c(=S)oc2ccccc21)Nc1ccccc1F
 : 19	-0.2%
> CCOC(=O)Cn1nnnc1C(CC)N(Cc1cccs1)Cc1cc2cc(C)ccc2[nH]c1=O (stereo not given)
 : .	4.4%
> Cc1onc(-c2ccccc2Cl)c1C(=O)Nc1nnc(-c2cccc([N+](=O)[O-])c2)s1
 : 6	4.2%
> Fc1ccc(-c2nnc(-n3nnc4ccccc43)c3ccccc23)cc1
 : .	1.3%
> O=C1CC(c2ccccc2)CC(O)=C1C=NCCN1CCN(C(=S)Nc2cccc(Cl)c2)CC1 (stereo not given)
 : -8	-0.2%
> CSc1nsc(SCC(=O)Nc2cccc(C(C)=O)c2)n1
 : 15	-2.0%

(continued)
Under each structure – RmlCD inh 1536	M. tuberculosis GlmU
> N#C/C(=C/c1ccc(-c2cc([N+](=O)[O-])ccc2Cl)o1)C(N)=O
 : -12	1.1%
> CC(C)n1cc(/C=N\NC(=O)c2cc3c(ccc4ccccc43)o2)c2ccccc21
 : .	4.4%
> N#Cc1cnc(SCC(=O)Nc2ccccc2C(F)(F)F)nc1N
 : .	-5.1%
> CCC(C)NC(=O)CSc1nc2ccsc2c(=O)n1-c1ccc(OC)cc1 (stereo not given)
 : 7	3.2%
> O=C(CCc1nnc(CCc2ccccc2)o1)N1CCCC1c1nccs1 (stereo not given)
 : 0	2.2%
> COc1ccc(CNC(C)C(=O)Nc2ccc3ccccc3c2)cc1OC (stereo not given)
 : -4	-1.1%
> O=C(COC(=O)c1cc(-c2ccc(F)cc2)nc2ccccc12)NCC1CCCO1 (stereo not given)
 : -7	-0.1%
> C/C(N)=C(/C#N)C(=O)COC(=O)CCSc1ccccc1
 : 14	3.5%
> CCc1cccc(C)c1NC(=O)CN(C)Cc1ccccc1F
 : -9	-2.2%
> NC(=O)c1ccsc1NC(=O)CN1C(=O)C2CC=CCC2C1=O (stereo not given)
 : .	0.0%
> CCn1cnc2c1c(=O)n(Cc1csc(-c3ccccc3)n1)c(=O)n2Cc1ccccc1
 : .	-5.9%
> CCOC(=O)CCNC(=O)CNC(=O)OCc1ccccc1
 : .	-5.8%
> CCC1(C)OCC(Cn2c3ccccc3c3ccccc32)O1 (stereo not given)
 : .	-0.6%
> Cc1ccc2c(c1)nnn2C1CCN(CC(=O)N2c3ccccc3CC2C)CC1 (stereo not given)
 : 8	-0.9%
> CCCNS(=O)(=O)c1ccc(CCC(=O)NCc2cccnc2)cc1
 : 12	-1.2%
> CN(c1ccc([N+](=O)[O-])cc1C(=O)Nc1ccccc1)C1CCCCC1
 : 5	0.0%
> CC(=O)Nc1ccc(C(=O)NNS(=O)(=O)c2ccc(C)cc2)cc1
 : 2	-2.3%
> CC(C)NCC(O)COCCOc1ccc(Br)cc1 (stereo not given)
 : 7	-8.8%
> COC(=O)c1cc(-c2c[nH]c3ccccc23)n[nH]1
 : .	-6.1%
> CCOC(=O)N1CCN(C(=O)C(CC)n2nc(C)c3sc4ccccc4c3c2=O)CC1 (stereo not given)
 : 2	2.2%

6 compounds from above, arranged by formula weight, falling:
Under each structure – RmlCD inh 1536	M. tuberculosis GlmU
> CCOC(=O)N1CCN(C(=O)C(CC)n2nc(C)c3sc4ccccc4c3c2=O)CC1 (stereo not given)
 : 2	2.2%
> Cc1ccc2c(c1)nnn2C1CCN(CC(=O)N2c3ccccc3CC2C)CC1 (stereo not given)
 : 8	-0.9%
> CN(c1ccc([N+](=O)[O-])cc1C(=O)Nc1ccccc1)C1CCCCC1
 : 5	0.0%
> CC(C)NCC(O)COCCOc1ccc(Br)cc1 (stereo not given)
 : 7	-8.8%
> CCc1cccc(C)c1NC(=O)CN(C)Cc1ccccc1F
 : -9	-2.2%
> COC(=O)c1cc(-c2c[nH]c3ccccc23)n[nH]1
 : .	-6.1%

New compounds follow
Under each structure – RmlCD inh 1536	M. tuberculosis GlmU
> Cc1c(C(=O)Nc2ccc(Cl)cc2)c2ccccn2c1CCc1ccncc1
 : 8	-14%
> CN(C)C(=O)c1ccc(NC(=O)c2ccccc2Sc2ccccc2C#N)cc1
 : -8	6.9%
> CN1C(=O)c2ccc(C(=O)Nc3nccs3)cc2C1=O
 : -6	-1.6%
> CCOC(=O)C1CCN(c2nc(C)nc3c2oc2ccccc23)CC1
 : 4	-1.8%
> CCOC(=O)c1c(NC(=O)CSc2nc3cccnc3n2C)sc(C(C)=O)c1C
 : .	6.2%
> CCn1c(C(=O)O)c(CC(=O)Nc2ccccc2F)c2ccccc21
 : 14	-4.5%
> COc1ccc(-c2noc(-c3ccc(Cl)cc3)n2)cc1
 : .	0.5%
> Cc1ccc(C(=O)NC=C(Cl)Cl)cc1
 : 0	-1.1%
> CCOC(=O)c1ccccc1NC(=S)N1CCC(N2CCCCC2)CC1
 : -10	0.1%
> COc1cc2c(c(OC)c1O)C(=O)CO2
 : -10	-3.6%
> O=C(CSc1nnc(CNc2ccccc2)o1)N1CCCc2ccccc21
 : -4	.
> CC(=O)N(/C=C1\SC(=S)N(c2ccccc2)C1=O)c1ccccc1
 : -8	4.1%
> CCCCC(CC)C(=O)NCc1ccc(F)cc1 (stereo not given)
 : -11	2.9%
> CCOC(=O)C1CCCN(C(=O)C2CCCN(S(=O)(=O)c3ccc4c(c3)oc(=O)n4C)C2)C1 (stereo not given)
 : 10	0.7%
> CCOC(=O)c1cnn2c(C(F)(F)F)cc(-c3cn(C)nc3C)nc12
 : 1	-0.4%
> O=C(NCc1ccc(Cl)cc1Cl)C(=O)N1CCCCC1
 : -9	3.5%
> CC(=O)n1cc([C@@H]2C=C(C(=O)O)O[C@H](OCc3ccc(CO)cc3)C2)c2ccccc21
 : .	2.4%
> C=CCOC(=O)c1ccc(-n2cnc(C)n2)nc1
 : .	-2.1%
> CSc1ccc(/C=C/C(=O)c2ccc(NC(=O)Cc3ccccc3)cc2)cc1
 : .	7.3%
> Cc1cc(C(=O)CSc2nc3ccccc3c(=O)n2C)c(C)n1CC1CCCO1 (stereo not given)
 : ?	2.0%

Later entries.
Under each structure – RmlCD inh 1536	M. tuberculosis GlmU
> Cc1ccc2[nH]c3c(=O)n(CCN4CCOCC4)cnc3c2c1
 : .	4.6%
> CC(C)(C)NC(=S)Nc1ccc(Nc2ccccc2)cc1
 : 7	13%*
> Cc1ccc(S(=O)(=O)NCCCNS(C)(=O)=O)cc1
 : -8	-1.8%
> COc1ccc(-c2n[nH]c(=S)n2Cc2ccco2)cc1
 : .	4.5%
> Cc1ccc(S(=O)(=O)N2CCC(=O)N(CCOCc3cccc(C)c3)CC2)cc1
 : .	-1.1%
> CCC(=O)c1ccc(OC)c(OC)c1O
 : 3	-2.2%
> Clc1ccc(-c2noc(COc3ccccc3)n2)cc1
 : .	-8.3%
> CCC(C)[C@H](NC(=O)Nc1ccc(Oc2ccccc2)cc1)C(=O)O (stereo not given in full)
 : .	4.2%
> O=C(Nc1ccc2oc(-c3ccccc3)nc2c1)c1ccncc1
 : -5	6.5%
> Cc1cc(C(=O)N/N=C/c2cc(Br)cc([N+](=O)[O-])c2O)c2ccccc2n1
 : .	-2.0%
> N#Cc1c(N)n(-c2ccc(N)cc2)c2nc3ccccc3nc12
 : .	0.9%
> O=C(Nc1cc(N2CCCCC2)ncn1)c1ccc(F)cc1
 : 14	-3.2%
> CCOC(=O)c1c(NC(=O)Cn2nnc(-c3ccccc3Cl)n2)sc(C)c1C
 : 0	.
> CCOc1ccc(NC(=O)CN2CCN(CC(=O)Nc3ccc(OC)cc3)CC2)cc1
 : .	3.7%
> CC1(C)CC(=O)C=C(NCCCNC2CCCCC2)C1
 : .	-2.4%
> N#Cc1c(-c2ccncc2)c2c([nH]c1=S)CCCC2
 : .	3.9%
> Cc1cc(C)c(S(=O)(=O)N2CCCOC2CNC(=O)C(=O)NCc2ccncc2)c(C)c1 (stereo not given)
 : 2	1.4%
> CN(C)c1cc(N)c2ccccc2n1 (tested in a mixture with another compound)
 : .	0.6%
> O=C(NCCc1ccccc1)c1cccnc1
 : 6	-0.9%

From PubChem BioAssay

An excerpt. The share of hits here may be higher or lower than overall.
